E-sel inducer: induces E-selectin expression in human endothelial cells; P16581; HUVEC E-selectin immunofluorescence imaging; normalized: neutral wells 0, TNF-alpha wells 100; activation, % at 7.58 µM; hit rate 0.37% among 260,000;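 active = mean E-selectin-positive cell signal at least 10% of the positive control, reached in at least 60% of replicates, without over 20% cell loss; inconclusive = no rule given, readout overlaps actives, possibly toxicity-flagged; inactive = the rest, including those meeting only one limit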;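 note: in these data hits start at about 27%; measured in HUVEC primary endothelial cells; signal is the percent of cells scored E-selectin positive by PE staining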
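Test system – human umbilical vein endothelial cells (HUVEC), E-selectin induction · Input – 3,000 HUVEC seeded per well · Buffer or medium – EGM-2, gelatin · Compound dosing – single-point compound dose · Detection – immunofluorescence imaging · Measure – percent E-selectin-positive cells · Controls – TNF-alpha high, DMSO low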
RAD54 inh: inhibitors of human RAD54 branch migration. Q92698. RAD54 Holliday junction branch migration, FAM/BHQ fluorescence. inhibition, % at 10.4 µM. hit rate 0.14% among 360,000. AID 602329;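 active = mean normalized replicate activity at least 40 and at least half of replicates scoring 40 or more; inconclusive = only one of the two criteria met; inactive = mean below 40 and under half of replicates reaching 40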;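 note: 0% = median of neutral control wells and 100% = median of positive control wells; inhibitors cause a drop in the FAM fluorescence signal; in these data hits start at about 50%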
RAD52 inh: RAD52 (human) annealing inhibition; recombinant RAD52 DNA annealing, FRET fluorescence; hit rate 0.46% among 360,000; inhibition, % at 18.7 µM; AID 651710;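 active = every replicate showing at least 50% inhibition; inconclusive = mean inhibition at least 50% but not in every replicate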
Cneo AK release: Cryptococcus neoformans lysis via adenylate kinase release; C. neoformans lysis, adenylate kinase release luminescence, 4 h; normalised: neutral wells 0, clomiphene wells 100; lysis activity, % at 15 µM; hit rate 0.2% among 360,000; AID 651654;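 active = mean lysis activity across replicates of at least 80%, whatever share of replicates individually reach that level; inactive = mean lysis activity below 80%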
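Material: C. neoformans cells; Schedule: 4 h static compound exposure, 37 °C, read 1 h post-reagent; Measured by: adenylate kinase release luminescence; Read-out: signal increase indicating cell lysis; Controls: Clomiphene as positive lysis control.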
PGC1a acetyl inh: lowers PGC1a acetylation signal in U2OS cells; AlphaScreen anti-acetyl-lysine; with virally co-expressed GCN5 acetyltransferase; inhibition, % at 15.6 µM; hit rate 0.17% among 350,000; AID 651687;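 active = every replicate shows inhibition of at least 40%; inconclusive = mean inhibition at least 40% but some replicate below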;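 note: 0% = neutral control wells and 100% = positive control wells; some results beyond the cut were filed as inactive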
miR-122 sensor: inhibitors of miR-122 in Huh7 cells | Huh7 miR-122 Renilla luciferase sensor, 48 h; neutral wells = 0, positive control = 100 | activation (reporter increase), % at 12.5 µM | hit rate 0.3% among 340,000;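 active = mean replicate activation score at least 90 and every replicate individually at or above 90; inconclusive = only one of the two criteria met; inactive = neither criterion met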;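 note: higher luciferase means less miR-122 activity so hits act as miR-122 inhibitors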
ERAP1 HTS inh: ERAP1 (human) enzyme inhibition; Q9NZ08; recombinant ERAP1, Leu-AMC fluorescence, 60 min; inhibition, % at 10.7 µM; hit rate 0.15% among 340,000; AID 652197;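 active = mean replicate inhibition of at least 30%, or all replicates individually reaching that 30% level; inactive = mean below 30% and not every replicate reaching it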;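 note: 0% = neutral control wells and 100% = L-leucinethiol positive control wells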
Target sequence (Q9NZ08 whole entry, looked up): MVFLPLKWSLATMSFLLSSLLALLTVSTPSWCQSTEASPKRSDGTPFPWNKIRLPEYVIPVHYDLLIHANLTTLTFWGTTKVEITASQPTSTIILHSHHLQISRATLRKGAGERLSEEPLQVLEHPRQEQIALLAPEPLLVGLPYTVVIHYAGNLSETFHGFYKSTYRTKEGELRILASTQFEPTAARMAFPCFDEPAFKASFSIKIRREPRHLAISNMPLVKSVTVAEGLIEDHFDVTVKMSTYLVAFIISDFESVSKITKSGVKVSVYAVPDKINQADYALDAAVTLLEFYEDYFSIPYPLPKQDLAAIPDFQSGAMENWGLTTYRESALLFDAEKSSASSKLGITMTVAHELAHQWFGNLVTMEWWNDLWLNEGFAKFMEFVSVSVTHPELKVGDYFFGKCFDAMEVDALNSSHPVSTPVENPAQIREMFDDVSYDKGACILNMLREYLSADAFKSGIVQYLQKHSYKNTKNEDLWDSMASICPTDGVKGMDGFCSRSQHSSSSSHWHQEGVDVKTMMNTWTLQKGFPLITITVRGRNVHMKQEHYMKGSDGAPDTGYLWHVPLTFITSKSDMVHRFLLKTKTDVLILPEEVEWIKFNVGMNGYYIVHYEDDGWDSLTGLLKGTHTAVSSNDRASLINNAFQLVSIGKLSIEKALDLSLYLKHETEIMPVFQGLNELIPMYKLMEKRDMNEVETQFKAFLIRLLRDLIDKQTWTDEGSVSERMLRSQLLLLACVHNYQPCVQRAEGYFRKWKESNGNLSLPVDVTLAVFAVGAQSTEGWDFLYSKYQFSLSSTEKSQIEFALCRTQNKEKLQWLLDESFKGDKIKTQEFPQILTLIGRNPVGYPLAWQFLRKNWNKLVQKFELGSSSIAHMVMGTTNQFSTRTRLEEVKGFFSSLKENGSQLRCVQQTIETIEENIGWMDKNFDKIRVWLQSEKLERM
PglD inh: inhibitors of Campylobacter jejuni PglD acetyltransferase. inhibition, % at 12.5 µM. purified PglD enzyme, DTNB colorimetric CoA detection. hit rate 0.098% among 360,000; in the data active = inhibition above about 16%, passing the limit was not always enough; inconclusive = no clear call, values can overlap the other calls; note: strong numbers were not always called active
Starred values were filed as active, the others as inactive; [ ] = dose if it differs, or a comment.

`N=c1c(S(=O)(=O)c2ccc(Br)cc2)cc2c(=O)n3ccccc3nc2n1CCN1CCOCC1` gave RAD52 inh -4, PGC1a acetyl inh -10, miR-122 sensor 6 and ERAP1 HTS inh -27.
COc1cccc(OCc2ccc(Cn3nc(NC(=O)NCCc4ccc(OC)c(OC)c4)c4ccccc43)cc2)c1 was read as E-sel inducer 0.6, RAD54 inh -8, RAD52 inh -16, Cneo AK release 2, miR-122 sensor -29, ERAP1 HTS inh 0 and PglD inh 4.
COc1ccc(S(=O)(=O)N(C)C[C@H]2Oc3ncc(-c4ccncc4)cc3C(=O)N([C@H](C)CO)C[C@H]2C)cc1 was read as E-sel inducer 0.6, RAD54 inh 3, RAD52 inh -2, Cneo AK release 1, PGC1a acetyl inh -9, miR-122 sensor -1[16.7 µM], ERAP1 HTS inh 6 and PglD inh -1.
Screening Cc1ccc(S(=O)(=O)N2C[C@H]3C(=O)C[C@@H](c4ccccc4)N(S(=O)(=O)c4ccc(Br)cc4)[C@H]3C[C@H]2c2ccccc2)cc1 returned E-sel inducer 0.1, RAD54 inh -4, RAD52 inh -5, Cneo AK release 4, PGC1a acetyl inh -20, miR-122 sensor -5, ERAP1 HTS inh -2 and PglD inh 2.
For O=S(=O)(c1ccc(Br)cc1)c1nc(-c2ccccc2)oc1N1CCOCC1 the results were E-sel inducer -0.5, RAD54 inh 14, RAD52 inh -1, Cneo AK release 0, PGC1a acetyl inh -2, miR-122 sensor -2, ERAP1 HTS inh 3 and PglD inh 6.
NC(=O)c1cc([N+](=O)[O-])ccc1NCc1ccc(F)cc1 was read as E-sel inducer 0.0, RAD54 inh -2, RAD52 inh -3, Cneo AK release 4, ERAP1 HTS inh -2 and PglD inh -8.
`O=C(C[C@H]1C=C[C@@H](NS(=O)(=O)c2ccccc2)[C@@H](CO)O1)NCc1ccccc1F` gave E-sel inducer -0.3, RAD54 inh -3, RAD52 inh 10, Cneo AK release -6, PGC1a acetyl inh -4, ERAP1 HTS inh 1 and PglD inh 9.
Screening Cc1ccc(NC(=O)N2C(=O)C3(OCCO3)c3ccccc32)cc1 returned RAD54 inh 4, Cneo AK release -4, PGC1a acetyl inh -9, miR-122 sensor -1 and PglD inh 2.
`O=C(O)COc1ccc(=O)n(-c2ccccc2)n1` gave RAD54 inh 0, Cneo AK release 0, PGC1a acetyl inh 13, miR-122 sensor 1 and PglD inh -8.
CC1=NN(c2ccccc2)C(=O)C1(C)[N+](=O)[O-] (configuration not stated) was read as RAD54 inh -3, Cneo AK release -1, PGC1a acetyl inh 8, miR-122 sensor -4 and PglD inh 1.
`O=C(Nc1ccc(F)cc1)N1[C@@H]2CNc3ccccc3[C@@H]2[C@@H]1CO` gave E-sel inducer 0.0, RAD54 inh 10, RAD52 inh -4, Cneo AK release -4, PGC1a acetyl inh 16, miR-122 sensor 7[16.7 µM], ERAP1 HTS inh -1 and PglD inh -5.
`O=C(NCCSc1ncc(-c2ccccc2)[nH]1)c1ccco1` gave RAD54 inh 0, RAD52 inh -12, Cneo AK release 5, ERAP1 HTS inh -5 and PglD inh -1.
COc1ccc(S(=O)(=O)N2CCN(C(=O)COc3ccc(C)c(C)c3)CC2)cc1OC was read as RAD54 inh 5, RAD52 inh -3, Cneo AK release -1, PGC1a acetyl inh 1, miR-122 sensor -4, ERAP1 HTS inh 3 and PglD inh -7.
Screening COc1ccc(NC(=O)C(CC(C)C)NC(=O)C2CCCCC2)c(OC)c1 (configuration not stated) returned E-sel inducer -0.1, RAD54 inh -10, RAD52 inh 3, Cneo AK release -2, PGC1a acetyl inh -4, miR-122 sensor 17 and PglD inh -2.
Screening CCOC(=O)N1CCN(C(=O)C2CCCN(S(=O)(=O)c3ccc(C)cc3)C2)CC1 (configuration not stated) returned RAD52 inh -10, PGC1a acetyl inh 2, miR-122 sensor 3 and ERAP1 HTS inh 1.
Screening Cc1cccc2sc(N(CCCN3CCOCC3)C(=O)CS(=O)(=O)c3ccc(F)cc3)nc12 returned E-sel inducer -0.4, RAD54 inh -14, RAD52 inh -24, Cneo AK release 6, miR-122 sensor -1, ERAP1 HTS inh -3 and PglD inh -4.
For CC(C)(C)C1CCC(C(=O)OCC(=O)Nc2ccc3[nH]c(=O)[nH]c3c2)CC1 (configuration not stated) the results were RAD54 inh -4, RAD52 inh -12, Cneo AK release 0, PGC1a acetyl inh -5, miR-122 sensor -16, ERAP1 HTS inh 0 and PglD inh 7.
`NC(=O)NCCC1=CCCCC1` gave RAD54 inh 5, Cneo AK release -1, PGC1a acetyl inh -14, miR-122 sensor 1 and PglD inh -4.
`COc1cc(C(=O)NC(CCSC)C(=O)OCC(=O)NC(=O)C2CCCCC2)cc(OC)c1OC` (configuration not stated) gave RAD54 inh -3, RAD52 inh 5, Cneo AK release 2, miR-122 sensor -3, ERAP1 HTS inh 2 and PglD inh -2.
For Cn1c(C(=O)O)c(S(=O)(=O)c2ccc(Cl)cc2)c2ccccc21 the results were E-sel inducer 0.1, RAD54 inh -2, RAD52 inh -18, Cneo AK release 1, PGC1a acetyl inh -1, miR-122 sensor 2, ERAP1 HTS inh 1 and PglD inh -4.

A section from the list above:
`COc1cc(C(=O)NC(CCSC)C(=O)OCC(=O)NC(=O)C2CCCCC2)cc(OC)c1OC` (configuration not stated) gave RAD54 inh -3, RAD52 inh 5, Cneo AK release 2, miR-122 sensor -3, ERAP1 HTS inh 2 and PglD inh -2.
For Cn1c(C(=O)O)c(S(=O)(=O)c2ccc(Cl)cc2)c2ccccc21 the results were E-sel inducer 0.1, RAD54 inh -2, RAD52 inh -18, Cneo AK release 1, PGC1a acetyl inh -1, miR-122 sensor 2, ERAP1 HTS inh 1 and PglD inh -4.

Going on with the list:
Screening COC(=O)[C@@H]1[C@@H](CO)[C@@H]2Cn3c(ccc(-c4ccc(F)cc4)c3=O)[C@@H]2N1S(C)(=O)=O returned E-sel inducer 0.3, RAD54 inh 9, RAD52 inh -14, Cneo AK release -1, miR-122 sensor -4[16.7 µM], ERAP1 HTS inh 2 and PglD inh -1.
OC(c1ccccc1)(c1ccccc1)c1nccc2ccccc12 was read as E-sel inducer -0.3, RAD54 inh 6, RAD52 inh -16, Cneo AK release 1, PGC1a acetyl inh -12, miR-122 sensor 4, ERAP1 HTS inh 1 and PglD inh 1.
C[C@H](NC(=O)C[C@@H]1CC[C@@H]2[C@H](COC[C@H](O)CN2C)O1)c1ccccc1 was read as E-sel inducer -0.1, RAD54 inh 6, RAD52 inh 5, Cneo AK release 1, PGC1a acetyl inh -5, miR-122 sensor 2[16.7 µM], ERAP1 HTS inh 3 and PglD inh -1.
Screening O=[N+]([O-])c1cccc(-c2cn3nc(-c4ccccc4)c(-c4ccccc4)nc3n2)c1 returned RAD54 inh -1, RAD52 inh -38, Cneo AK release 1, PGC1a acetyl inh -2, miR-122 sensor -5, ERAP1 HTS inh -2 and PglD inh 6.
Screening CC(=O)NCCSc1ccc(S(=O)(=O)N2CCCC2)cn1 returned E-sel inducer -0.1, RAD54 inh -2, RAD52 inh -16, Cneo AK release -1, PGC1a acetyl inh 17, miR-122 sensor -6, ERAP1 HTS inh -1 and PglD inh -2.
Screening O=C(C[C@@H]1CC[C@@H](NC(=O)c2ccncc2)[C@H](CO)O1)NCC1CC1 returned E-sel inducer 0.0, RAD54 inh 2, RAD52 inh 13, Cneo AK release 56, PGC1a acetyl inh 8, ERAP1 HTS inh -2 and PglD inh -1.
Screening COc1ccc(NC(=O)CN(c2ccccc2C)S(C)(=O)=O)c(OC)c1 returned RAD54 inh 0, RAD52 inh -22, Cneo AK release 2, ERAP1 HTS inh 0 and PglD inh 3.
O=C(C1=C[C@@H](c2ccc(Br)cc2)C[C@@H](OCCCCO)O1)N1CCN(Cc2ccc3c(c2)OCO3)CC1 was read as E-sel inducer -0.2, RAD54 inh 6, RAD52 inh -34, Cneo AK release -2, ERAP1 HTS inh 10 and PglD inh -4.
Screening COc1cccc(/C=C2\SC(=O)N(CCC(=O)NC3CCS(=O)(=O)C3)C2=O)c1 (configuration not stated) returned RAD54 inh -2, RAD52 inh -5, Cneo AK release 4, PGC1a acetyl inh -9, miR-122 sensor -6, ERAP1 HTS inh 5 and PglD inh -2.
COC(=O)C[C@H]1C[C@@H]2c3cc(NC(=O)Nc4ccccc4F)ccc3O[C@@H]2[C@H](CO)O1 was read as E-sel inducer 0.1, RAD54 inh 3, RAD52 inh -2, Cneo AK release 17, PGC1a acetyl inh 9, miR-122 sensor 0[16.7 µM], ERAP1 HTS inh -2 and PglD inh -1.
`Cc1ccoc1C(=O)Nc1ccc2ccccc2c1` gave E-sel inducer 0.7, RAD54 inh 2, RAD52 inh 2, Cneo AK release -3, miR-122 sensor 6, ERAP1 HTS inh 7 and PglD inh -1.
CO[C@@H]1CN(C)C(=O)c2cc(NS(=O)(=O)c3cccc(Cl)c3)ccc2OC[C@@H](C)N(C(=O)Cc2cccnc2)C[C@H]1C was read as E-sel inducer -0.1, RAD54 inh -7, RAD52 inh 6, Cneo AK release 48, PGC1a acetyl inh 3, miR-122 sensor 3[16.7 µM], ERAP1 HTS inh 2 and PglD inh 2.
`CCn1nccc1C(=O)Nc1ccc(S(=O)(=O)NC23CC4CC(CC(C4)C2)C3)cc1` gave RAD54 inh 12, Cneo AK release 1, PGC1a acetyl inh -22, miR-122 sensor inconclusive and PglD inh 0.
For CCOc1ccc(CCNC(=O)CSC(=S)N2CCCC2)cc1OCC the results were E-sel inducer -1.0, RAD54 inh 10, RAD52 inh -15, Cneo AK release 1, PGC1a acetyl inh 0, ERAP1 HTS inh -1 and PglD inh 5.
Screening O=C(CSc1nnnn1-c1ccc(F)cc1F)Nc1ccccc1F returned RAD54 inh 9, RAD52 inh -14, Cneo AK release -2, ERAP1 HTS inh -4 and PglD inh -4.
N#CC/C(N)=N/Nc1nc2ccccc2nc1Cc1ccccc1 was read as E-sel inducer 2.0, RAD54 inh -2, RAD52 inh -16, Cneo AK release 0, PGC1a acetyl inh 0, miR-122 sensor 0, ERAP1 HTS inh -1 and PglD inh 3.
`COc1ccc(CCNC(=O)C(=O)Nc2ccc3nc4n(c(=O)c3c2)CCCCC4)cc1OC` gave E-sel inducer -0.1, RAD54 inh -9, RAD52 inh -12, Cneo AK release -2, PGC1a acetyl inh -2, ERAP1 HTS inh 3 and PglD inh 5.
For COc1ccccc1CN1CCCC(C(=O)N2CCCCC2)C1 (configuration not stated) the results were RAD54 inh 7, RAD52 inh 3, Cneo AK release -2, PGC1a acetyl inh -5, miR-122 sensor -5, ERAP1 HTS inh 0 and PglD inh 6.
CCOC(=O)C1[C@H]2C(=O)N(C(C)c3ccc(OC)cc3)C[C@]23C=C[C@H]1O3 (some centres not stated) was read as RAD54 inh 6, Cneo AK release 4, PGC1a acetyl inh 2, miR-122 sensor 0 and PglD inh -4.
`NC(=O)CCNC(=O)c1ccc(Cl)cc1` gave RAD54 inh 7, Cneo AK release 1, PGC1a acetyl inh 7, miR-122 sensor 2 and PglD inh -5.
Screening O=C(Nc1cnn(Cc2ccc(F)cc2)c1)c1cnccn1 returned RAD54 inh 0, Cneo AK release 2, PGC1a acetyl inh 8, miR-122 sensor -2 and PglD inh -1.
For COc1ccc(NC(=O)N(C2CCCCC2)C(C)c2cccnc2)c(OC)c1 (configuration not stated) the results were RAD54 inh 10, Cneo AK release -1, PGC1a acetyl inh -1, miR-122 sensor -1 and PglD inh -2.
`COCCN(C(=S)Nc1c(C)cc(C)cc1C)C(C)c1cccnc1` (configuration not stated) gave E-sel inducer -0.4, RAD54 inh -2, RAD52 inh -13, Cneo AK release -1, PGC1a acetyl inh -2, miR-122 sensor -5, ERAP1 HTS inh -1 and PglD inh -3.
